From PubChem BioAssay
3CLpro inhibitor: SARS-CoV 3CLpro protease inhibition. P0C6X7. recombinant SARS-CoV 3CLpro, quenched FRET peptide cleavage. inhibition, % at 6 µM. 0.14% of 290,000 active; in the data active means inhibition above about 12%
PrPC TRFRET: cell surface PrPC inhibition, primary TR-FRET screen; P04156; inhibition, % at 13.8 µM; 0.43% of 370,000 active; TR-FRET read-out; in the data active means inhibition above about 24%; further: 0% = median of the test wells and 100% = reference compound wells
TcdB inh: inhibitors of Clostridioides difficile toxin B glycohydrolase | inhibition, % at 9.99 µM | 0.24% of 350,000 active | TcdB glycohydrolase enzymatic assay, plate reader; in the data active means inhibition above about 10%
BoNT-A LC inh2: inhibitors of Botulinum neurotoxin A light chain protease; AID 588499; 0.17% of 360,000 active; multiplex microsphere protease substrate cleavage, flow cytometry; inhibition, % at 10 µM; further: plate controls were buffer without enzyme for full effect and enzyme alone for no effect
Anthrax LF prot: anthrax lethal factor protease inhibition | inhibition, % at 10 µM | multiplex microsphere protease cleavage assay, LF | 0.12% of 360,000 active | AID 588501 | P15917; further: plate controls were buffer without enzyme for full effect and enzyme alone for no effect
Target sequence (P15917 whole entry, looked up): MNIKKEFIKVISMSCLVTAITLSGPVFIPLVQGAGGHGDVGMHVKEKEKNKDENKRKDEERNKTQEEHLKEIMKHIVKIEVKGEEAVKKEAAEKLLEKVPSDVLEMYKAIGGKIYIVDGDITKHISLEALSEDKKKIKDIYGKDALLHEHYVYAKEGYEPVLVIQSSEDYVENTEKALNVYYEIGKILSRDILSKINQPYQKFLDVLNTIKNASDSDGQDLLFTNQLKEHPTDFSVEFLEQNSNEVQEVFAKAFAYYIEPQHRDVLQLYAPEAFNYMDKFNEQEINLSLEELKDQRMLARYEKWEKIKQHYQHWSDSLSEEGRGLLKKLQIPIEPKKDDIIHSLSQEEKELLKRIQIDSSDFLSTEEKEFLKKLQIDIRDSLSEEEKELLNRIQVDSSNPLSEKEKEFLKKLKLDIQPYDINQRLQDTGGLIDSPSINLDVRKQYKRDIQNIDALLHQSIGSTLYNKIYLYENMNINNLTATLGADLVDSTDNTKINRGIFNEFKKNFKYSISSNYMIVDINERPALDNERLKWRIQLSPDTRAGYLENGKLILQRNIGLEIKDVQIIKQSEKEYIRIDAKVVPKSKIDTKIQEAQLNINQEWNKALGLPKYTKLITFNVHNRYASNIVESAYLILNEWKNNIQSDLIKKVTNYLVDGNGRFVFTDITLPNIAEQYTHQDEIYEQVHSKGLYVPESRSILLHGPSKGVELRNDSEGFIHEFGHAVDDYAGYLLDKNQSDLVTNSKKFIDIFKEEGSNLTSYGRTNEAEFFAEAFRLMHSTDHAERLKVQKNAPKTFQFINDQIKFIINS
PriA SSB inh: inhibitors of Klebsiella pneumoniae PriA binding to SSB C-terminal tail; AlphaScreen SSBct-PriA binding, biotinylated peptide; inhibition, % at 33 µM; 0.6% of 430,000 active; AID 1272365; in the data active means inhibition mostly above about 37%, no sharp cut-off; inactive means mostly below about 20%;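 further: plate controls were negative control peptide for no effect and reference peptide for full effect; strong numbers were not always called active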
PfHsp40 rescue: compounds rescuing yeast from Plasmodium falciparum HSP40 toxicity | S. cerevisiae expressing PfHsp40, growth rescue, ATP luminescence | 0.68% of 340,000 active | growth rescue, % at 12.5 µM; in the data active means growth rescue above about 28%, passing the limit was not always enough;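 further: yeast W303a lacking pdr1 and pdr3 grown in galactose medium; growth measured after three days at 30 °C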
Y pestis TopoI: Y. pestis Topo-I inhibition via cleavage products; Y. pestis Topo-I cleavage product accumulation, plate reader; activity, % at 10 µM; 0.064% of 360,000 active; AID 504884; in the data active means activity above about 50%, passing the limit was not always enough; further: inactives centre near 2
BH1578 lux ind: quorum light induction in luxS cqsA deficient V. cholerae. V. cholerae BH1578 lux reporter, luminescence, 6 h. activation, % at 18.7 µM. 0.16% of 350,000 active; in the data active means activation mostly above about 9.7%, no sharp cut-off; further: not every result past the cut was called active; inactives centre near 0; reference of the scale not given here
* marks the source's active call; other numbers are inactive results; i = inactive; / = not tested or not shown; & = joins results of further samples. Unless noted, no stated cut-off is given here; in the data, active means inhibition above about 30%; inconclusive means no clear call, values can overlap the other calls; inactive means below that.

SMILES | 3CLpro inhibitor | PrPC TRFRET | TcdB inh | BoNT-A LC inh2 | Anthrax LF prot | PriA SSB inh | PfHsp40 rescue | Y pestis TopoI | BH1578 lux ind
NC(=O)c1ccc(F)cc1 | -2 | -3 | 1.9 | 0.5 | -3 | -18 | -0.8 | -12 | -0.3
Cc1cccc(NC(=O)CCN2CC(C)CC(C)C2)c1 (stereo unspecified) | -3 | -6 | 2.4 | 0.4 | 1 | -8 | -0.7 | 1 | i
COc1ccc(C(=O)NCc2ccncc2)cc1OC | 2 | -2 | 0.1 | 0.8 | 0 | -2 | -2.0 | 1 | i
COc1cc(N)ccc1NC(=O)c1cc2ccccc2o1 | -1 | -3 | 3.7 | -2.9 | -1 | 16 | -0.8 | -11 | i
COc1ccc(NC(=O)CSCC(=O)Nc2cccc3ncccc23)cc1 | / | 0 | 2.3 | -1.0 | 0 | 2 | 0.3 | -6 | i
Cc1ccc(NC(=O)CN(C)C(=O)CSc2n[nH]c(N)n2)cc1 | 3 | 6 | / | 1.9 | -13 | 3 | -0.5 | 1 | i
CSc1nnc2c3c4c(sc3nc(-n3nc(C)cc3C)n12)COC(C)(C)C4 | 1 | 3 | / | 1.1 | 0 | -7 | -0.6 | 1 | i
CCCCn1c(O)c(N=NC(=O)Cn2c(C(F)(F)F)nc3ccccc32)c2ccccc21 | 2 | 4 | 1.4 | 0.4 | -4 | -7 | -1.4 | 4 | 0.2
COc1ccc(C(=O)NNC(=O)Cn2nc(C)cc2C)cc1S(=O)(=O)N1CCOCC1 | / | 4 | -0.4 | -0.3 | 3 | / | / | -3 | i
CCCSc1nc(-c2ccccc2)cc(C(F)(F)F)c1C#N | -4 | / | 2.1 | 10 | -3 | -15 | -0.7 | 3 | 2.7
CCOc1ccccc1N1CCN(Cc2ccco2)CC1 | -1 | -3 | 1.0 | 0.1 | 2 | -6 | -2.1 | 6 | -4.0
COc1cccc(NC(=O)C2CCN(S(=O)(=O)c3ccc4c(c3)N(C(C)=O)CCO4)CC2)c1 | 3 | 5 | 2.8 | -1.7 | 2 | -6 | -1.0 | 25 | -0.3
COc1ccc(CNC(=O)CCc2ccc(S(=O)(=O)N3CCCCCC3)cc2)cc1 | / | 8 | 1.9 | -5.8 | -4 | -6 | 0.5 | 31 | -0.6
COc1ccc(OCC(NS(=O)(=O)c2ccc(-n3cnnn3)cc2)C(C)C)cc1 (stereo unspecified) | -2 | -7 | 0.1 | 1.8 | 2 | -24 | 1.0 | -4 | 0.1
OCc1c(Cl)nc2ccccn12 | 1 | -8 | 1.6 | -0.4 | -2 | 1 | -0.9 | 5 | -0.5
Cc1ccc(-c2cnc(C(O)c3cccc(C)c3C)[nH]2)cc1 (stereo unspecified) | / | 3 | 1.3 | -0.2 | -10 | / | / | -8 | -0.3
COc1ccccc1C1=NCc2nnc(C)n2-c2ccc(Cl)cc21 | 4 | 6 | / | -0.6 | -1 | -8 | 0.5 | -4 | -0.5
CCCCC(=O)Nc1ccc(C(=O)NNC(=O)c2ccc(C)c(Br)c2)cc1 | 2 | 2 | / | 1.9 | -2 | 3 | -0.8 | 17 | i
Cc1ccc(CCNC(=O)CCn2ccc3cc(S(=O)(=O)N4CCCC4)ccc32)cc1 | 1 | 3 | 0.0 | -0.7 | 4 | -1 | -1.0 | -2 | i
COc1ccc(CC2(CO)CCN(Cc3cccc4nccnc34)CC2)cc1 | -2 | -8 | -0.1 | 0.7 | -7 | -8 | -1.0 | -15 | -0.2

A draw from above in order of molecular weight, highest first:
SMILES | 3CLpro inhibitor | PrPC TRFRET | TcdB inh | BoNT-A LC inh2 | Anthrax LF prot | PriA SSB inh | PfHsp40 rescue | Y pestis TopoI | BH1578 lux ind
COc1ccc(C(=O)NNC(=O)Cn2nc(C)cc2C)cc1S(=O)(=O)N1CCOCC1 | / | 4 | -0.4 | -0.3 | 3 | / | / | -3 | i
COc1ccc(CNC(=O)CCc2ccc(S(=O)(=O)N3CCCCCC3)cc2)cc1 | / | 8 | 1.9 | -5.8 | -4 | -6 | 0.5 | 31 | -0.6
CCCSc1nc(-c2ccccc2)cc(C(F)(F)F)c1C#N | -4 | / | 2.1 | 10 | -3 | -15 | -0.7 | 3 | 2.7
Cc1cccc(NC(=O)CCN2CC(C)CC(C)C2)c1 (stereo unspecified) | -3 | -6 | 2.4 | 0.4 | 1 | -8 | -0.7 | 1 | i

Continued.
SMILES | 3CLpro inhibitor | PrPC TRFRET | TcdB inh | BoNT-A LC inh2 | Anthrax LF prot | PriA SSB inh | PfHsp40 rescue | Y pestis TopoI | BH1578 lux ind
COC(=O)C(C)N(C(=O)c1ccc(Cl)cc1)c1c(C)cccc1C (stereo unspecified) | -5 | -5 | 1.8 | -1.5 | -2 | -7 | 0.8 | -1 | i
CCCCNc1nnc(SCC(=O)N2CCN(S(=O)(=O)c3ccc4ccccc4c3)CC2)s1 | 4 | 5 | / | -0.8 | -5 | -11 | 1.8 | 24 | -0.3
CC(=O)c1sc(-c2ccccc2)cc1N | -3 | 8 | -2.0 | / | / | -13 | -0.2 | 3 | -0.7
COC(=O)Cc1c(C)c2cc(Cl)c(OC(=O)c3ccco3)cc2oc1=O | 0 | 3 | / | -0.1 | -6 | -7 | -2.7 | 8 | /
O=C(CSc1ccsc1[N+](=O)[O-])NCCc1ccccc1 | 4 | -24 | / | 0.3 | -2 | -8 | 1.3 | -3 | 3.8
CCOC(=O)c1c(NC(=O)c2ccc(S(=O)(=O)N3CCOCC3)cc2)sc2c1CCN(C)C2 | -9 | -14 | -0.1 | 0.1 | -2 | 9 | 1.7 | 1 | -4.2
Cc1cc(NC(=O)CC(C)C)c(=O)n(Cc2ccccc2F)c1 | -4 | -2 | 0.2 | -2.7 | 0 | 6 | -1.7 | 1 | i
Fc1ccc(F)c(CNc2ncnc3cc(Cl)ccc23)c1 | -5 | 13 | 1.4 | 3.7 | -6 | 1 | -1.0 | -9 | -0.4
Cc1ccc(S(=O)(=O)/N=C(/Nc2ccc(F)cc2F)c2ccccc2)cc1 | -1 | 4 | 2.0 | -0.2 | -1 | / | -0.4 | 10 | i
NC(=O)C1CC(=O)N(c2ccc(OCc3ccc(Cl)cc3Cl)cc2)C1 (stereo unspecified) | 4 | 2 | 0.7 | -0.4 | -1 | 9 | -1.0 | 3 | -0.2
COc1ccc(OCCNC(=O)c2ccc3nc(C)c(N(C)Cc4ccc(NC(C)=O)cc4)n3c2)cc1 | / | 11 | -1.6 | -0.1 | -3 | / | / | 4 | -0.6
O=C1CCC(/C=C/c2ccccc2)=NN1Cc1ccccc1Cl | 5 | -4 | / | -0.1 | -1 | -13 | 1.0 | -2 | i
O=C1Nc2cc(C(=O)N3CCC4(CC3)OCCO4)ccc2S/C1=C\c1ccccc1 | 0 | 6 | -4.5 | -1.7 | -2 | -20 | 1.7 | 29 | -0.4
COc1ccc(Cc2nc3ccc(C(=O)NCc4cccc(C)n4)cc3o2)cc1OC | / | -2 | 0.2 | -0.4 | -4 | / | / | 15 | -0.9
COc1ccc(C2c3ccc(O)cc3Oc3ncn(CCCO)c(=N)c32)cc1OC (stereo unspecified) | 1 | 6 | -0.7 | 0.7 | -13 | -5 | 0.5 | -6 | -0.1
COC(=O)c1cc(C(=O)OCC(=O)NC2CCS(=O)(=O)C2)cc([N+](=O)[O-])c1 (stereo unspecified) | 3 | -24 | 5.1 | -0.4 | -1 | 1 | 0.1 | 3 | -0.4
Cc1cccc(N2CCN(C(=O)n3ccnc3)CC2)c1C | -4 | 5 | / | 0.4 | 3 | -13 | -0.5 | -1 | i
CCCCCCCCCCC[C@@H](C[C@@H]1OC(=O)[C@H]1CCCCCC)OC(=O)[C@H](CC(C)C)NC=O | -2 | -3 | 1.4 | -0.5 | 0 | -14 | 7.3 | 20 | -0.5
Cc1nc2nc(COc3ccccc3)nn2c(C)c1Cl | 0 | -1 | / | 0.0 | -1 | -1 | -0.7 | 3 | -0.9
N#CC1=C(N)C(C#N)(C#N)C(c2cccnc2)C2COCC=C12 (stereo unspecified) | 2 | -5 | / | -0.9 | 1 | -7 | -0.6 | -3 | -1.8

Brought forward from above: 4 compounds, then new ones.
SMILES | 3CLpro inhibitor | PrPC TRFRET | TcdB inh | BoNT-A LC inh2 | Anthrax LF prot | PriA SSB inh | PfHsp40 rescue | Y pestis TopoI | BH1578 lux ind
Cc1cccc(N2CCN(C(=O)n3ccnc3)CC2)c1C | -4 | 5 | / | 0.4 | 3 | -13 | -0.5 | -1 | i
CCCCCCCCCCC[C@@H](C[C@@H]1OC(=O)[C@H]1CCCCCC)OC(=O)[C@H](CC(C)C)NC=O | -2 | -3 | 1.4 | -0.5 | 0 | -14 | 7.3 | 20 | -0.5
Cc1nc2nc(COc3ccccc3)nn2c(C)c1Cl | 0 | -1 | / | 0.0 | -1 | -1 | -0.7 | 3 | -0.9
N#CC1=C(N)C(C#N)(C#N)C(c2cccnc2)C2COCC=C12 (stereo unspecified) | 2 | -5 | / | -0.9 | 1 | -7 | -0.6 | -3 | -1.8
CN1C(=O)C(=Cc2ccc(N3CCCCC3)o2)C(=O)N(C)C1=S | -1 | -3 | / | 6.6 | 9 | -7 | 1.3 | 2 | -0.5
C=CCn1c(SCC(=O)NCc2ccccc2)nnc1-c1ccccc1O | -1 | 4 | / | -1.2 | -17 | -11 | -1.8 | 1 | /
O=C1NNC(c2ccccc2)=N/C1=C\c1ccccc1Cl | 2 | -2 | 1.0 | 2.6 | 4 | 9 | 2.8 | -2 | -0.7
CCC1=NN(C(=O)c2cccc(Br)c2)C(O)(c2ccc(Br)cc2)C1 (stereo unspecified) | -2 | 8 | -0.4 | -0.5 | 0 | -3 | 91* | 25 | -0.2
CN(C)CCCNc1oc(-c2ccccc2)nc1C#N | -4 | -5 | / | -0.2 | -4 | 2 | 0.7 | -5 | -5.9
Cc1ccc2c(C)c(C(=O)N3CCN(Cc4ccc5c(c4)OCO5)CC3)oc2c1C | -1 | 5 | -0.7 | 2.8 | -2 | 10 | 0.1 | 19 | i
CC(C)=CCCC(C)CCO (stereo unspecified) | / | 0 | 0.3 | -0.3 | -9 | 0 | -1.0 | -5 | -0.4
Cc1ccc(S(=O)(=O)N2CCCCC2C(=O)NCc2ccco2)cc1 (stereo unspecified) | -1 | 0 | / | 1.0 | -5 | -16 | 1.0 | 14 | -15
N#Cc1ccccc1CSc1ccc(-c2nc3ccccc3[nH]2)cn1 | 3 | 2 | / | -1.2 | -6 | -14 | 1.0 | -2 | -8.9
CN(C)C(CNC(=O)c1cc(S(=O)(=O)N2CCOCC2)ccc1Cl)c1cccs1 (stereo unspecified) | / | 6 | 0.2 | 1.5 | -1 | -2 | 0.4 | -8 | -13
O=S(=O)(NCC(c1cccnc1)N1CCN(c2ccc(F)cc2)CC1)c1ccc(F)cc1 (stereo unspecified) | -2 | 0 | 4.1 | -0.5 | -6 | 6 | 0.3 | 6 | i
Cc1ccc(C(=O)N2c3ccccc3N(Cc3ccccc3)C(=O)C2(C)C)cc1 | -11 | 8 | -0.6 | -1.0 | -6 | 1 | 1.7 | 3 | 1.7
CCNC(=O)CC1C(=O)N(c2ccc(C)cc2)C(=O)N1CCc1ccc(OC)c(OC)c1 (stereo unspecified) | 1 | 1 | / | 0.7 | 1 | -5 | -1.7 | -5 | -17
C[C@@H]1CN([C@H](C)CO)C(=O)CCCn2cc(nn2)CO[C@H]1CN(C)C(=O)OCc1ccccc1 | / | -5 | -2.6&-0.3 | -0.3 | -3 | / | / | 8 | 2.1
COc1ccc(/C(O)=C2/C(=O)C(=O)N(CCN(C)C)C2c2ccc(C)cc2)cc1Cl (stereo unspecified) | 5 | -2 | / | 2.1 | -5 | / | 0.8 | -7 | -0.3
CC(C)(C)S(=O)N1Cc2ccc(CO)cc2[C@H]1CCO (stereo partly specified) | / | 5 | -0.1 | 0.1 | 7 | -5 | -0.4 | 7 | i
O=C(Nc1nc2n(n1)C(c1ccc(F)cc1)CC(c1ccccc1)N2)c1ccco1 (stereo unspecified) | 2 | -2 | 0.4 | -0.9 | 1 | 8 | -2.1 | 4 | -0.3

The list is partial; rates above refer to the full screens.
